PfGluPho inh: PfG6PD enzyme inhibitors, primary screen, biochemical, fluorescence intensity, uHTS | PfGluPho enzyme, NADPH resazurin-diaphorase fluorescence | inhibition, % at 20 µM | actives 0.78% (n = 350,000) | AID 504690, 2011;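 active means inhibition reaching at least a set limit at 20 µM in the primary screen, cut at about 59% in these data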;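 further: 0% = DMSO wells with substrate and 100% = DMSO wells lacking glucose-6-phosphate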
MPTP block: mitochondrial permeability transition pore inhibitors, primary screen, biochemical, isolated mouse mitochondria, absorbance | AID 602449, 2012 | Ca2+ swelling absorbance, 30 min | inhibition, % at 10 µM | actives 1.4% (n = 360,000);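 active means inhibition of 50% or more, scaled per plate between neutral and stimulator controls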;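 further: 0% = DMSO wells given calcium and 100% = 1 mM EGTA wells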
GRIN3A LBD mod: binders of NR3A ligand-binding domain, primary screen, biophysical, differential scanning fluorimetry, uHTS; NR3A LBD differential scanning fluorimetry, Tm shift; 0% = protein alone, 100% = glycine-bound protein; actives 2.5% (n = 340,000); Glutamate receptor ionotropic, NMDA 3A (GRIN3A) ligand-binding domain; Tm shift relative to glycine control, % at 25 µM;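 active means melting temperature shift of at least 10% of the positive control shift, at one fixed dose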
SENP6 block: SENP6 protease inhibitors, primary screen, biochemical, luminescence, uHTS | Recombinant SENP6 catalytic domain, aminoluciferin luminescence | inhibition, % at 10 µM | actives 1.8% (n = 330,000);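 active means inhibition above about 50% at the single tested dose, limit read from the data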;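 further: plate controls were DMSO wells with enzyme for no effect and DMSO wells lacking enzyme for full effect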
Target sequence (Q9GZR1 628-1112 limits assumed): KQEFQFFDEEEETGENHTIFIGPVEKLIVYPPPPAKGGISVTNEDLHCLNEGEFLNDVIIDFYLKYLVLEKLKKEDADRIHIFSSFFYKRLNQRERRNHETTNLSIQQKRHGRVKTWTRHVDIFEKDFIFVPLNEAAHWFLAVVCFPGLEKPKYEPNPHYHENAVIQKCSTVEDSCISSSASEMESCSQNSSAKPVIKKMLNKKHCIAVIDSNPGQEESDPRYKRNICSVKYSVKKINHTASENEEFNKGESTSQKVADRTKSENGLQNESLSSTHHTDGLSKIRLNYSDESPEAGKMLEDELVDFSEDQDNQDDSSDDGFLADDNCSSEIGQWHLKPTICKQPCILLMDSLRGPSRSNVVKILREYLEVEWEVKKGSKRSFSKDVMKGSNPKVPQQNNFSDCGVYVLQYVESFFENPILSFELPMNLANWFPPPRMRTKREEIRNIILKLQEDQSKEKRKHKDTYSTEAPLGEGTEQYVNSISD
SENP7 block: SENP7 protease inhibitors, primary screen, biochemical, luminescence, uHTS | Sentrin-specific protease 7 (Homo sapiens), Q9BQF6 | recombinant SENP7, Z-RLRGG-aminoluciferin luminescence, 40 min | inhibition, % at 5 µM | actives 1.5% (n = 330,000) | AID 434973, 2010;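 active means inhibition above about 50% at the single test dose, limit read from the data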;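 further: plate controls were DMSO with enzyme for no effect and no enzyme buffer wells for full effect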
HKDC1 inhibitor: HKDC1 hexokinase inhibitors, primary screen, biochemical, fluorescence, uHTS. Q2TB90. recombinant HKDC1, G6PDH/diaphorase resazurin coupled fluorescence. inhibition, % at 20 µM. actives 0.16% (n = 340,000);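 active means inhibition above about 35% when tested at 20 µM, limit read from the data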;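 further: plate controls were DMSO wells with enzyme for no effect and DMSO wells lacking enzyme for full effect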
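Assay system: in-house recombinant HK5 (HKDC1) enzyme. Input: HKDC1 at 5 µg/mL. Medium: Tris pH 8.0 buffer with MgCl2, Tween-20, BSA, BME. Dosing: single 20 µM dose. Schedule: 90 min reaction incubation at room temperature, dark. Signal: resazurin-to-resorufin fluorescence via G6PDH and diaphorase coupling, 525/613 nm. Controls: DMSO-enzyme wells negative, buffer-substituted wells positive.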
SENP8 block: human SENP8 protease inhibitors, primary screen, biochemical, fluorescence, Nedd8 protein substrate, uHTS | actives 0.64% (n = 360,000) | recombinant SENP8 | inhibition, % at 20 µM | Sentrin-specific protease 8 (Homo sapiens), Q96LD8 | AID 602440, 2012; in the data active means inhibition mostly above about 40%, no sharp cut-off; inactive means mostly below about 27%
ATG4B inhibitor: ATG4B protease inhibitors, primary screen, biochemical, fluorescence, uHTS. Cysteine protease ATG4B (Homo sapiens), Q9Y4P1. actives 0.51% (n = 340,000). inhibition, % at 8.33 µM. ATG4B cleavage of LC3-PLA2, NBD-HPC fluorescence, 1 h; in the data active means inhibition above about 40%
Target sequence (Q9Y4P1 whole entry, looked up): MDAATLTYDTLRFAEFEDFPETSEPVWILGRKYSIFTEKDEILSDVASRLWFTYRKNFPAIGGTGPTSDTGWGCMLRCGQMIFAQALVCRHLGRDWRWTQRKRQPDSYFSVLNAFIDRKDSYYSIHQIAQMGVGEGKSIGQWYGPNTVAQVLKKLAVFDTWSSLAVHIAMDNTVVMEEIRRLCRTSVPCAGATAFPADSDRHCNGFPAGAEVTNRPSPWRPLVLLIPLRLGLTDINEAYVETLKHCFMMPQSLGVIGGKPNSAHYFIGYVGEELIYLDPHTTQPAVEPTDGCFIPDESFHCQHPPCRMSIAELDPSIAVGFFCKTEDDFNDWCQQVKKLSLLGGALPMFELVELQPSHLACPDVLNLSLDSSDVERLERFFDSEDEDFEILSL
* marks the source's active call; other numbers are inactive results; x = no result given. Compounds were not picked by outcome; overall some 6.9% were active at least once.

Molecule | PfGluPho inh | MPTP block | GRIN3A LBD mod | SENP6 block | SENP7 block | HKDC1 inhibitor | SENP8 block | ATG4B inhibitor
COc1cc(Cl)ccc1NC(=S)N(CCN(C)C)C(C)c1ccncc1 (configuration not stated) | 8 | 1.9 | 0 | 11 | 2 | -5 | 14 | 1
Cc1ccc(C2=CC(C)(c3ccc(C)cc3)Nc3nc(C(F)(F)F)nn32)cc1 (configuration not stated) | 19 | 8.6 | -2 | -6 | -3 | 17 | -104 | -12
CCCCn1ccc(=O)c2c(C(F)(F)F)nccc21 | -12 | -3.5 | -2 | -11 | 1 | -5 | 3 | -3
Cc1nc(Nc2ccccc2F)c2nnn(Cc3ccccc3Cl)c2n1 | 9 | 0.5 | -1 | -7 | 15 | -5 | -26 | 7
Cc1onc(-c2c(Cl)cccc2Cl)c1-c1nnc(-c2ccc(Cl)cc2)o1 | -2 | 3.0 | 0 | -9 | -1 | 5 | 28 | -4
Cc1ccc(N2C(=O)CS(=O)C(c3ccccc3)C2=O)cc1C (configuration not stated) | 39 | -4.1 | 0 | -2 | 2 | 21 | -5 | 8
Cc1nc(N2CCN(c3ccccn3)CC2)c2c(C)c(C(=O)Nc3ccc(F)cc3)sc2n1 | 7 | 35 | 0 | 2 | -21 | 4 | 21 | -7
COc1ccc(CN2CCNC(=O)C2CC(=O)NC2CCCCCC2)c(F)c1 (configuration not stated) | -4 | -0.7 | 0 | -13 | -8 | -3 | -26 | 5
C=C1CCC[C@]2(C)C[C@H]3OC(=O)C(CN4CCCCC4CO)[C@H]3CC12 (some centres not stated) | 7 | -0.3 | 0 | -10 | 5 | -1 | 6 | -1
CCOc1ncccc1C(=O)OCC(=O)NC1CCCCCC1 | 4 | -0.7 | 2 | -6 | -6 | -2 | 4 | -7
C=C(C)CN(CC)Cc1c(C(=O)N(C)CCCC)nc2ccccn12 | 2 | 0.5 | -1 | -8 | 6 | -4 | -15 | 3
Cc1ccc(-c2nn(-c3ccccc3)cc2CN(C)C(=O)CCC(=O)O)cc1C | 8 | 0.6 | -2 | -7 | -8 | -8 | 13 | -2
Cc1[nH]c2ccccc2c1C(c1ccncc1)N1CCN(c2ccc(F)cc2)CC1 (configuration not stated) | 18 | -0.3 | 1 | -6 | 8 | -4 | 15 | 8
CN1CCCN(S(=O)(=O)c2ccc3c(c2)OCCO3)CC1 | 2 | -0.1 | 0 | 4 | -11 | 0 | 8 | 19
COc1ccc(N2CCN(C(=O)Nc3ccc(S(=O)(=O)N(C)C)cc3)CC2)cc1 | -8 | 0.7 | -2 | 9 | 0 | -2 | 16 | -22
N#Cc1c2n(c3c(=O)n(Cc4ccccc4Cl)cnc13)CCCCC2 | -6 | -0.8 | 1 | -11 | 13 | 7 | 21 | -2
Cc1csc(NC(=O)c2cccs2)n1 | 6 | 0.0 | 2 | 17 | 31 | -7 | 3 | -7
O=C(NCc1ccccn1)c1ccc(S(=O)(=O)Nc2ccccc2F)cc1 | 0 | -0.7 | 2 | 5 | 5 | -6 | -2 | 4
C=CCNC(=O)/C(=C/c1ccco1)NC(=O)c1ccc(Br)o1 | 2 | -0.9 | 1 | -4 | 3 | -2 | -11 | -8
CS(=O)(=O)c1ccc(NS(=O)(=O)c2ccc3ccccc3c2)cc1 | -47 | -1.5 | -9 | 2 | -1 | 3 | 14 | -3
CCCCn1c(Cc2ccccc2)nnc1SCC(=O)N1CCOCC1 | -4 | -0.1 | 1 | -8 | 1 | -3 | 12 | -7
CCc1cc(C(=O)Cc2ccc(F)cc2)c(O)cc1O | 9 | 68* | -6 | -5 | 5 | 16 | 1 | -5
O=C(O)CCCC(=O)Nc1ccccc1Br | -14 | -2.1 | 0 | -7 | -3 | -8 | 9 | -3
CCn1ncc(/C=N/NC(=O)c2ccc3c(c2)OCO3)c1C | 14 | -1.9 | 0 | -21 | 2 | 2 | 7 | -14
O=C(OCCCN1CCCCC1)c1ccc(O)cc1 | 6 | -1.7 | -3 | -17 | 8 | -2 | 12 | 1
Cc1cccc(COC(=O)Nc2ccc(NC(=O)c3ccccc3Cl)cc2)c1 | -16 | -0.7 | 0 | 5 | 0 | -4 | 22 | 4
CS(=O)(=O)N(Cc1ccc(Cl)cc1)c1ccc(C(=O)NCCSCc2ccco2)cc1 | 13 | 4.3 | 0 | -2 | 5 | 4 | 18 | -3
CCOc1ccc(S(=O)(=O)N(CC(=O)Nc2cc(C)on2)Cc2ccccc2Cl)cc1 | 11 | 1.1 | -7 | 7 | 5 | 8 | 7 | 23
Cc1cc(C)cc(OCC(=O)Nc2ccccc2C(=O)NCc2ccco2)c1 | 1 | 0.1 | 0 | -6 | -2 | 1 | 1 | -4
CN(C)C(=S)c1ccccc1 | 36 | 1.1 | 2 | -2 | -3 | -6 | 17 | -3
CCCCSCCCNC(=O)Nc1ccc(CC)cc1 | -14 | 86* | -3 | -25 | -3 | 0 | 10 | 14
Nn1c(Cc2cccc3ccccc23)nnc1SCC(=O)N1CC(=O)Nc2ccccc21 | -10 | -0.5 | -1 | -14 | 4 | 2 | 7 | 0
Cc1ccnc(Nc2nc3ccccc3s2)n1 | -3 | -0.2 | -1 | 79* | 89* | -9 | -10 | 14
Cc1ccsc1-c1nc(CSCC(=O)NCCN2CCCC2)c(C)o1 | -2 | -0.8 | 2 | 7 | 0 | -4 | -92 | 0
CC1CCN(CCCCOc2ccccc2[N+](=O)[O-])CC1 | 0 | 0.3 | 0 | 1 | -1 | 5 | 7 | 6
CS(=O)(=O)N1CCN(c2ccc(NC(=O)COc3ccccc3[N+](=O)[O-])cc2)CC1 | 5 | -0.6 | 2 | -8 | -5 | -9 | 1 | 3
CC1CCCC/C1=N\NS(=O)(=O)c1ccc(Br)cc1 (configuration not stated) | 1 | -0.9 | 0 | -7 | 4 | -1 | 11 | -1
CCCCN(CC)CCNC(=O)Cn1cnc2sc(C)c(S(=O)(=O)N3CCOCC3)c2c1=O | -1 | 0.5 | 1 | -14 | -4 | -2 | 5 | -5
Cc1cccn2c(=O)c(/C=C(\C#N)C(=O)NCc3ccco3)c(N3CCCC(C)C3)nc12 (configuration not stated) | 0 | 1.6 | 2 | -12 | -8 | -5 | -36 | 51*
CCc1ccc(NC(=O)c2ccc3c(c2)C(=O)N(Cc2ccco2)C3=O)cc1 | 2 | -2.2 | -1 | -6 | 9 | -1 | 3 | 2
COc1ccccc1C(C(=O)NCc1ccccc1)N(C(=O)c1csnn1)C1CC1 (configuration not stated) | 5 | -0.3 | -1 | -6 | 0 | 1 | -1 | -8
Cc1nc2ccccc2c(C(=O)O)c1-c1ccccn1 | 13 | -0.2 | 4 | x | x | -4 | 9 | -3
COc1ccc(S(=O)(=O)N2CCOC2CNC(=O)C(=O)NCCc2ccccc2OC)cc1C (configuration not stated) | 1 | -1.4 | 0 | 5 | -1 | 1 | -10 | -16
CCOC(=O)C1=C(COC(=O)c2ccc(Br)o2)NC(=O)NC1C (configuration not stated) | 0 | 1.8 | 1 | -5 | 0 | 0 | 8 | 7
O=C1NC(=O)C(Cc2cccc(Oc3ccccc3)c2)S1 (configuration not stated) | -12 | 2.5 | -2 | 22 | 6 | 2 | 9 | 6

(cont.)
mol	PfGluPho inh	MPTP block	GRIN3A LBD mod	SENP6 block	SENP7 block	HKDC1 inhibitor	SENP8 block	ATG4B inhibitor
C=CCC1(CC=C)CCCN1C(=O)CC1C(=O)NCCN1Cc1ccccc1OC (configuration not stated)	-10	0.6	-2	-11	2	14	-8	15
CCSC1=NC(C)(C)C=C(C)N1	-5	-0.3	0	-22	10	-6	8	-2
CC1(C)CCCC2=C1CC1C(=O)N(O)C(=O)C1C2 (configuration not stated)	-15	2.1	-2	-8	-10	-5	6	6
Cc1ccc(S(=O)(=O)NC(=O)N(C)C2CCCCC2)cc1	2	-2.1	1	-17	5	-3	14	-9
Cc1ccc(NC(=O)CN2C(=O)CCSc3ccc(S(=O)(=O)N4CCCC4)cc32)cc1C	-3	-1.9	1	-2	2	3	14	-7
CN(C)C(=O)c1cc(C(=O)c2ccc(F)cc2Cl)c[nH]1	-6	0.1	0	-2	8	-2	10	5
Cc1cc(C(=O)OCC(=O)Nc2cccc(S(=O)(=O)N3CCOCC3)c2)c(C)o1	-6	3.5	2	-9	4	0	10	-4
O=C(CCS(=O)(=O)c1ccc(Br)s1)NCc1cccs1	-13	10	-3	4	5	-6	9	23
Cc1ccc(NC(=O)CNC(=O)c2ccccc2F)cc1Cl	-1	0.0	-1	-7	-10	-4	2	9
Nc1nc(N2CCN(c3ccccc3)CC2)n[nH]1	-15	-1.4	1	-20	-3	5	20	0
O=C(Cn1c(-c2cncs2)nc2ccccc21)NC1CCCC1	10	-0.8	2	2	3	-3	-15	-14
OCC[C@@H]1C[C@H](O)[C@@H](O)[C@@]2(OCCCc3ccccc32)O1	-6	0.2	0	-8	3	0	21	3
CNC(=S)N1CCN(CCNC2=CC(=O)CC(C)(C)C2)CC1	0	-0.2	1	-22	2	-15	5	-8
CCO/C=C1\SC(=S)N(c2ccc(Cl)cc2)C1=O	-28	4.1	-3	-4	-2	14	10	18
CN(Cc1cccc(Cl)c1)C(=O)C1CCN(C(=O)Nc2ccccc2)CC1	8	-2.4	-1	-6	11	-8	4	0
C=CC[C@@H](CC(=O)N[C@@H](CO)Cc1ccccc1)C(=O)NCCOC(=O)[C@@H](CC=C)CC(=O)OC(C)(C)C	-20	0.7	0	-11	9	1	14	1
Cc1ccc(-c2nnn(CC(=O)N3CCCc4ccccc43)n2)cc1	-5	0.3	-1	-27	-10	-1	15	5
CCOC(=O)C1=C(COC(=O)[C@H](C)NS(=O)(=O)c2ccccc2F)NC(=O)NC1C (some centres not stated)	2	1.2	0	-4	-1	-8	7	-14
COCCN(C(=O)COC(=O)CCOc1ccccc1)c1c(N)n(Cc2ccccc2)c(=O)[nH]c1=O	0	-1.2	0	-13	2	1	6	6

Entries from the list above with a furan ring, fused or not:
mol	PfGluPho inh	MPTP block	GRIN3A LBD mod	SENP6 block	SENP7 block	HKDC1 inhibitor	SENP8 block	ATG4B inhibitor
C=CCNC(=O)/C(=C/c1ccco1)NC(=O)c1ccc(Br)o1	2	-0.9	1	-4	3	-2	-11	-8
CS(=O)(=O)N(Cc1ccc(Cl)cc1)c1ccc(C(=O)NCCSCc2ccco2)cc1	13	4.3	0	-2	5	4	18	-3
Cc1cc(C)cc(OCC(=O)Nc2ccccc2C(=O)NCc2ccco2)c1	1	0.1	0	-6	-2	1	1	-4
Cc1cccn2c(=O)c(/C=C(\C#N)C(=O)NCc3ccco3)c(N3CCCC(C)C3)nc12 (configuration not stated)	0	1.6	2	-12	-8	-5	-36	51*
CCc1ccc(NC(=O)c2ccc3c(c2)C(=O)N(Cc2ccco2)C3=O)cc1	2	-2.2	-1	-6	9	-1	3	2
CCOC(=O)C1=C(COC(=O)c2ccc(Br)o2)NC(=O)NC1C (configuration not stated)	0	1.8	1	-5	0	0	8	7
Cc1cc(C(=O)OCC(=O)Nc2cccc(S(=O)(=O)N3CCOCC3)c2)c(C)o1	-6	3.5	2	-9	4	0	10	-4

Assay outcomes as filed in PubChem BioAssay.
